Assay outcomes: PubChem BioAssay, several laboratories
MBD2 inh – blocks human MBD2 binding to methylated DNA; AID 686964; actives 0.31% (n = 370,000); inhibition, % at 4.4 µM; TR-FRET, MBD2 binding to methylated oligonucleotide; in the data active = inhibition above about 13%
NR1D1 modulator – Rev-erb alpha (human) modulation; P20393; Rev-erbα–FITC-DNA binding, fluorescence polarization, 90 min; activity, % at 10 µM; actives 0.79% (n = 370,000); AID 1259318;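 active = activity above about 14%, limit read from the data; passing the limit was not always enough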;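 note: 0% = DMSO wells with 35 nM protein and 100% = DMSO wells with 750 nM protein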
mABHD4 FP – inhibitors of mouse ABHD4; AID 720543; actives 0.54% (n = 370,000); purified mABHD4, FP-Rh probe fluorescence polarization; inhibition, % at 8.92 µM;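 active = inhibition exceeding the mean over every tested compound plus 3 SD, cut at about 30% in these data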;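 note: 0% = plate median of compound wells and 100% = S159A mutant with DMSO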
Target sequence (Q8VD66 whole entry, looked up): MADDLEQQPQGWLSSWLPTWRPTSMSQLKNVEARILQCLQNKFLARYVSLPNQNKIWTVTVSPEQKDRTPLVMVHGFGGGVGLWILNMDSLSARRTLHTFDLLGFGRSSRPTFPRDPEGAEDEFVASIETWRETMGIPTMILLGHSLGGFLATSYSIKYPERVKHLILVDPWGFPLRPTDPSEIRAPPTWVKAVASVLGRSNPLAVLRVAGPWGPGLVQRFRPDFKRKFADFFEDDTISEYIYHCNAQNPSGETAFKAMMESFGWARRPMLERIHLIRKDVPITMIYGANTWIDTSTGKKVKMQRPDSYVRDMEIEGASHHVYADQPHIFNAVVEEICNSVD
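System: mouse ABHD4 enzyme, wild type / Medium: HEPES pH 7.0, NaCl, Pluronic buffer / Reagent: FP-Rh activity-based fluorescent probe / Control set: S159A mutant high control, sample median low control / Detection: fluorescence polarization with parallel and perpendicular emission, 525/598 nm / Schedule: 45 min + 60 min at 25 °C / Compound dosing: 8.92 µM, single dose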
PRMT1 inh – blocks human protein arginine methyltransferase 1 | Q99873 | recombinant PRMT1, activity-based probe fluorescence polarization | inhibition, % at 2.79 µM | actives 1.3% (n = 370,000) | AID 652257;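 active = inhibition above about 21% made by adding two undisclosed values, limit read from the data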
PG9 binder – binds the HIV-1 gp120 antibody PG9; inhibition, % at 6.7 µM; TR-FRET gp120-PG9 antibody binding; actives 0.43% (n = 360,000); in the data active = inhibition above about 8.5%
TCR CD3 inh – blocks the human TCR-CD3 interaction. AID 651800. actives 0.37% (n = 360,000). inhibition, % at 9.4 µM. TAMRA-labeled TCR probe fluorescence, biochemical; in the data active = inhibition above about 19%;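 note: recombinant mutant TCR 2C K166C tagged with TAMRA read by polarization; 0% = receptor in buffer alone and 100% = receptor with positive control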
rCAG binder – binds r(CAG) RNA repeats | inhibition, % at 3 µM | r(CAG) RNA repeat, TO-PRO-1 dye displacement fluorescence | actives 1.3% (n = 370,000);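 active = inhibition above the plate cutoff, the mean of all test compounds on that plate plus 3 SD, cut at about 35% in these data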;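 note: 0% = DMSO alone and 100% = 100 µM mitoxantrone as full dye displacement; higher means more dye released from RNA so lower well fluorescence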
HTRA1 inh – HTRA1 (human) protease inhibition; recombinant HTRA1, FP-rhodamine activity-based probe, fluorescence polarization; actives 0.5% (n = 340,000); inhibition, % at 5.96 µM; in the data active = inhibition above about 36%;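 note: 0% = enzyme with DMSO and 100% = wells lacking enzyme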
Target sequence (Q92743 whole entry, looked up): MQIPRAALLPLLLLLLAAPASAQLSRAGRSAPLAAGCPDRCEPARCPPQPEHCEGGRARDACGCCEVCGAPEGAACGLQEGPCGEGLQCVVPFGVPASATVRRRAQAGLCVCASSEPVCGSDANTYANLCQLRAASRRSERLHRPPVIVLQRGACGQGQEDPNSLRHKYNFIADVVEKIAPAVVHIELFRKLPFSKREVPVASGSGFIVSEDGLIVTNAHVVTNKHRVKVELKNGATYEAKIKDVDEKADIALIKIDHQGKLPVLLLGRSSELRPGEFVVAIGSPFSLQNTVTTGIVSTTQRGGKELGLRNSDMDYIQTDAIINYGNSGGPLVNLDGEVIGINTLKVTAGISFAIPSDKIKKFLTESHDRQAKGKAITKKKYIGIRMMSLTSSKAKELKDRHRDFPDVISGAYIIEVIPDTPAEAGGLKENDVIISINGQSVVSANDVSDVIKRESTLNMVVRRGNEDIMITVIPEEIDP
UHRF1 MBD2 ctr – human UHRF1 methylated DNA binding inhibitors | actives 0.75% (n = 370,000) | inhibition, % at 4.4 µM | UHRF1 binding to methylated oligo, TR-FRET | Q96T88; in the data active = inhibition above about 21%;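 note: UHRF1 SRA domain binding a hemimethylated CpG hairpin DNA probe; 0% = median of test compound wells and 100% = reference inhibitor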
LEDGF integ inh – blocks HIV-1 LEDGF/p75-dependent DNA integration. TR-FRET IN-LEDGF/p75 DNA integration, Eu/Cy5. inhibition, % at 3.7 µM. actives 0.64% (n = 370,000). AID 743269;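 active = inhibition above the screen-wide mean plus 3 SD, cut at about 13% in these data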;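 note: signal is the Cy5 over europium emission ratio at 671 and 618 nm; 0% = plate median of compound wells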
Active calls of the source: *; . = no result given. These rows are one share of the data; the hit share may differ from the screen's.

The opening 2 compounds, ahead of the listing:
SMILES | MBD2 inh | NR1D1 modulator | mABHD4 FP | PRMT1 inh | PG9 binder | TCR CD3 inh | rCAG binder | HTRA1 inh | UHRF1 MBD2 ctr | LEDGF integ inh
CCC1C(=O)N=C(SCC(=O)Nc2cccc3ccccc23)NC1=O (stereo unspecified) | -8 | -3 | 2 | 18 | -0.3 | 4 | 7 | 1 | -3 | -1
Cc1ccc(S(=O)(=O)N2CCN(C(=O)CCc3c[nH]c4ccccc34)CC2)cc1 | -1 | -4 | -2 | 3 | -0.2 | -7 | 9 | -2 | 1 | -6

The list itself, from the start:
SMILES | MBD2 inh | NR1D1 modulator | mABHD4 FP | PRMT1 inh | PG9 binder | TCR CD3 inh | rCAG binder | HTRA1 inh | UHRF1 MBD2 ctr | LEDGF integ inh
CCC1C(=O)N=C(SCC(=O)Nc2cccc3ccccc23)NC1=O (stereo unspecified) | -8 | -3 | 2 | 18 | -0.3 | 4 | 7 | 1 | -3 | -1
Cc1ccc(S(=O)(=O)N2CCN(C(=O)CCc3c[nH]c4ccccc34)CC2)cc1 | -1 | -4 | -2 | 3 | -0.2 | -7 | 9 | -2 | 1 | -6
CCCC1CCC2(CC1)CCC2OC(=O)Nc1cccc(Cl)c1 (stereo unspecified) | 2 | 6 | -22 | -4 | . | . | . | . | -3 | 0
Cc1cc(C)nc(SC2=CS(=O)(=O)c3ccccc32)n1 | 4 | -4 | 9 | 0 | 0.5 | 0 | -2 | 4 | -1 | 1
CN(Cc1cc2cc(F)ccc2[nH]1)Cc1nc(-c2cnccn2)no1 | 0 | 2 | 0 | -3 | 0.9 | 3 | -2 | 1 | -1 | -2
CCc1ccccc1Nc1nc(N)nc(COC(=O)c2c(C)noc2C)n1 | 14* | 6 | 7 | -8 | -1.8 | 5 | -4 | 0 | 23* | 12
Cc1ccc(C(=O)NCc2ccc3c(c2)OCO3)cc1C | 6 | -7 | -14 | 2 | 0.8 | 1 | -3 | -5 | 2 | 5
COc1ccc(C2C(C(=O)N3CCN(c4ccccc4)CC3)c3ccccc3C(=O)N2C)cc1OC (stereo unspecified) | -3 | 1 | 0 | 0 | 0.7 | -5 | -9 | 4 | 1 | 1
CC(C)(C)c1csc(SCC(=O)Nc2ccc(Cl)cn2)n1 | -1 | 6 | -7 | -2 | 0.9 | 2 | -2 | -9 | -2 | -2
CC(C)[C@@H](C(=O)N[C@@H](Cc1ccccc1)C(=O)O)N1C(=O)N2CCc3c([nH]c4ccccc34)[C@@]2(C)C1=O | 2 | 5 | -4 | -10 | -1.7 | 5 | 20 | -1 | -2 | 4
CN(c1ccccc1)S(=O)(=O)c1cccc(C(=O)NC2CCCCC2)c1 | -2 | -3 | -2 | -5 | -3.0 | 8 | 0 | -10 | 2 | 1
CNC(=O)c1oc(-c2ccc(Cl)cc2)nc1C | 2 | 0 | -1 | 4 | 0.1 | -4 | -3 | 2 | 0 | -6
Cc1cc2oc(=O)cc(CN(C)Cc3ccccc3)c2cc1Cl | 3 | 7 | -4 | -2 | -0.8 | -2 | 4 | . | -3 | 0
O=C1CC(c2ccccc2)CC(O)=C1C=NCCN1CCN(Cc2ccccc2)CC1 (stereo unspecified) | -7 | -1 | 1 | -8 | -4.2 | 3 | -11 | 7 | -2 | 6
Cc1n[nH]c(=S)n1/N=C/c1cccc(OCc2ccccc2)c1 | -4 | -2 | 1 | 3 | -2.1 | -1 | 6 | -20 | -3 | 5
CC(C)[C@H](NC(=O)c1ccco1)C(=O)OCC(=O)NC12CC3CC(CC(C3)C1)C2 | -6 | -3 | -4 | -6 | 0.4 | -1 | -5 | -4 | 0 | 4
CCCCC(=O)Nc1ccccc1C(=O)OCC(=O)c1ccc2c(c1)OCCO2 | 0 | 5 | 10 | 3 | -1.6 | -4 | 8 | 1 | 8 | -3
CN(C(=O)CSc1nc(-c2ccccc2)cs1)C1CCS(=O)(=O)C1 (stereo unspecified) | -2 | 0 | 1 | 1 | 0.4 | 1 | 2 | 4 | 1 | 0
C#CCN1CC(COc2ccccc2)Oc2cccc(Oc3ccc(SC)c(C)c3)c2S1(=O)=O (stereo unspecified) | -6 | -1 | -3 | -2 | -2.3 | 0 | 8 | . | 3 | 3
N#Cc1ccc(C(=O)Nc2cc(-c3ccccc3)nn2-c2ccccc2)cc1 | 0 | 3 | -15 | 1 | -1.3 | -2 | 6 | -17 | 0 | -1
CCN1CCN(c2nc(N)c([N+](=O)[O-])c(Nc3ccc(C)cc3)n2)CC1 | -1 | 0 | 3 | -3 | -2.7 | 10 | 5 | -10 | -5 | 1
CC(C)CCNC(=O)CN(Cc1ccco1)C(=O)CCC(=O)Nc1nccs1 | -4 | -1 | 11 | -4 | -0.5 | 12 | -3 | 5 | 0 | 0
Cc1cc(C(=O)NC2CCCC2)on1 | 6 | -3 | 9 | 4 | 1.3 | -4 | 0 | -5 | 1 | 1
COc1ccc(-c2cc(C(=O)NC(C)C)no2)cc1 | 6 | 5 | 2 | -1 | -0.1 | 3 | -5 | 6 | -1 | 2
CCN(CC(=O)NCc1ccc(F)cc1)Cc1nc2cc(Cl)ccc2c(=O)[nH]1 | 3 | 0 | 6 | 1 | 1.1 | 1 | -3 | -2 | 0 | 5
COc1ccc(-c2cc(C(=O)Nc3ccc(C)c(N)c3)c3ccccc3n2)cc1 | -5 | -3 | -9 | -2 | -2.4 | 0 | 8 | -19 | 0 | 0
O=C(c1ccc(Cl)cc1)N1CCCC(C(=O)N2CCN(c3ccccc3)CC2)C1 (stereo unspecified) | -1 | 7 | -2 | -4 | -2.5 | 5 | -8 | . | -1 | -2
COc1ccc(S(=O)(=O)Nc2nc3c(s2)CCCC3)cc1 | 4 | -3 | 0 | 2 | 0.5 | -5 | 6 | 5 | 0 | -3
c1ccc(CNc2nc(NCc3cccs3)nc3ccsc23)cc1 | -4 | 5 | 8 | -1 | -0.5 | 3 | 0 | . | 2 | 4
COc1cc(OC)cc(C(=O)N[C@H](C(=O)OCC(=O)Nc2ccc(C)cc2C)C(C)C)c1 | 4 | -3 | -9 | -4 | -0.7 | -1 | -8 | 12 | 3 | 0

Entries listed above shown as hits in UHRF1 MBD2 ctr:
Compound | MBD2 inh | NR1D1 modulator | mABHD4 FP | PRMT1 inh | PG9 binder | TCR CD3 inh | HTRA1 inh | UHRF1 MBD2 ctr | LEDGF integ inh
CCc1ccccc1Nc1nc(N)nc(COC(=O)c2c(C)noc2C)n1 | 14* | 6 | 7 | -8 | -1.8 | 5 | 0 | 23* | 12

Additional structures:
SMILES | MBD2 inh | NR1D1 modulator | mABHD4 FP | PRMT1 inh | PG9 binder | TCR CD3 inh | rCAG binder | HTRA1 inh | UHRF1 MBD2 ctr | LEDGF integ inh
CC(c1ccccc1)n1c(N2CCNCC2)nc2c1c(=O)[nH]c(=O)n2C (stereo unspecified) | -5 | 4 | -7 | -3 | -1.9 | 7 | -1 | 2 | -1 | -1
CCn1c2ccccc2c2cc(C=NNC(=O)c3ccoc3C)ccc21 | 0 | 6 | -25 | 5 | . | . | 15 | . | -2 | -5
Cn1c(/C(C#N)=C(\O)CN2CCN(Cc3ccccc3)CC2)nc2ccccc21 | 4 | 0 | -7 | 0 | 3.6 | -4 | 5 | 0 | 10 | -10
CC(C)(N[C@@H](Cc1ccccc1)C(=O)NCCc1c[nH]c2ccccc12)C(=O)NC1CCCCC1 | -2 | -6 | 1 | -2 | . | . | . | . | 1 | -1
COc1ccccc1N(CC(=O)NCC1CCCO1)C(=O)CNS(=O)(=O)c1ccc(C)cc1 (stereo unspecified) | -1 | -3 | -2 | 0 | -0.4 | -1 | -4 | 0 | 10 | -3
CCOc1ccccc1C(=O)Nc1cccc2ccccc12 | 2 | 0 | -5 | 1 | 2.6 | -3 | 4 | -16 | 1 | 0
CC1C(=O)N2CCCc3cc(NS(=O)(=O)c4ccc(F)cc4)cc1c32 (stereo unspecified) | 4 | 4 | 6 | -3 | 1.4 | -4 | -2 | 4 | 1 | 4
O=C(O)C1Cc2c([nH]c3ccccc23)C(c2ccc3c(c2)OCO3)N1 (stereo unspecified) | 0 | -3 | 4 | 6 | -1.0 | 8 | 4 | 2 | -1 | -2
Cn1c(=O)c2c(nc3sccn32)n(C)c1=O | 0 | -1 | 7 | -2 | 0.7 | 6 | 2 | 4 | -1 | -2
Cc1nn(-c2ccccc2)c(Cl)c1C(=O)NCC(C)C | 1 | -2 | -1 | 0 | -1.6 | -6 | -1 | 6 | 1 | 0
Cc1cc(OCC(=O)Nc2ccc(CN3CCCCC3)cc2)ccc1Cl | 0 | 0 | -4 | 2 | 1.2 | 3 | -2 | . | 1 | -2
COc1ccc(NS(=O)(=O)c2cccc(N3CC(O)=C(c4ccccc4)C3=N)c2)cc1 | 7 | 3 | 2 | -1 | -1.9 | 2 | 4 | 1 | 12 | 1
COc1ccccc1NC(=S)N1C2CCC1CC(NC(=O)NC13CC4CC(CC(C4)C1)C3)C2 (stereo unspecified) | 1 | 1 | 8 | -1 | -1.0 | 1 | 0 | -5 | 0 | -4
CCOC(=O)N1CCN(C(=O)CCn2nc(-c3ccc(Cl)cc3)ccc2=O)CC1 | 3 | -1 | -3 | 1 | -0.2 | 5 | 1 | 4 | -2 | -7
CCNC(=O)N(C)[C@H]1C[C@H]2c3[nH]c4cccc(-c5cccc(F)c5)c4c3CCN2C(=O)[C@H]1[C@H](C)O | 1 | 0 | 3 | 3 | . | . | 6 | . | -1 | -1
O=C(C1=C[C@H](c2ccccc2)C[C@H](OCc2ccc(CO)cc2)O1)N1CCN(Cc2ccc3c(c2)OCO3)CC1 | 2 | 5 | -8 | -3 | 0.8 | 0 | -1 | -20 | 1 | -3
CC(C)c1ccccc1-n1cc[nH]c1=S | -5 | -2 | 0 | 2 | 2.6 | 2 | -1 | -2 | -1 | 5
Cc1ccccc1S(=O)(=O)Nc1cccnc1 | 1 | 5 | -7 | 2 | 0.2 | 1 | -1 | 0 | 0 | -2

In the list so far, six have two or more sulfur atoms.
SMILES | MBD2 inh | NR1D1 modulator | mABHD4 FP | PRMT1 inh | PG9 binder | TCR CD3 inh | rCAG binder | HTRA1 inh | UHRF1 MBD2 ctr | LEDGF integ inh
Cc1cc(C)nc(SC2=CS(=O)(=O)c3ccccc32)n1 | 4 | -4 | 9 | 0 | 0.5 | 0 | -2 | 4 | -1 | 1
CC(C)(C)c1csc(SCC(=O)Nc2ccc(Cl)cn2)n1 | -1 | 6 | -7 | -2 | 0.9 | 2 | -2 | -9 | -2 | -2
CN(C(=O)CSc1nc(-c2ccccc2)cs1)C1CCS(=O)(=O)C1 (stereo unspecified) | -2 | 0 | 1 | 1 | 0.4 | 1 | 2 | 4 | 1 | 0
C#CCN1CC(COc2ccccc2)Oc2cccc(Oc3ccc(SC)c(C)c3)c2S1(=O)=O (stereo unspecified) | -6 | -1 | -3 | -2 | -2.3 | 0 | 8 | . | 3 | 3
COc1ccc(S(=O)(=O)Nc2nc3c(s2)CCCC3)cc1 | 4 | -3 | 0 | 2 | 0.5 | -5 | 6 | 5 | 0 | -3
c1ccc(CNc2nc(NCc3cccs3)nc3ccsc23)cc1 | -4 | 5 | 8 | -1 | -0.5 | 3 | 0 | . | 2 | 4
